PPC-1+TRAIL kill: kills PPC-1 cancer cells in the presence of TRAIL; AID 1443; cell killing (% activity), % at 4 µM; 220,000 tested, 0.41% active; PPC-1 cells + TRAIL, ATPLite viability luminescence;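 active = cell killing above 50% in the first pass at 4 µM, then a duplicate retest at 5 µM averaging 50% or more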;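 also: plate controls were cells with TRAIL plus DMSO for no effect and medium-only wells lacking cells for full effect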
Wee1 degr inh: human Wee1 degradation inhibition, primary screen. HeLa Luc-Wee1K328M stability, luciferase luminescence; 100% = proteasome inhibitor MG132 effect. reporter increase, % at 5 µM. 220,000 tested, 1.2% active. P30291;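 active = activation above the mean of all tested compounds plus 3 SD, set per screening run, cut at about 8.8% in these data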;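 also: cells exposed to compound for 20 h before luminescence read; 0% = DMSO alone and 100% = MG132 at 30 µM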
Target sequence (P30291 whole entry K328M): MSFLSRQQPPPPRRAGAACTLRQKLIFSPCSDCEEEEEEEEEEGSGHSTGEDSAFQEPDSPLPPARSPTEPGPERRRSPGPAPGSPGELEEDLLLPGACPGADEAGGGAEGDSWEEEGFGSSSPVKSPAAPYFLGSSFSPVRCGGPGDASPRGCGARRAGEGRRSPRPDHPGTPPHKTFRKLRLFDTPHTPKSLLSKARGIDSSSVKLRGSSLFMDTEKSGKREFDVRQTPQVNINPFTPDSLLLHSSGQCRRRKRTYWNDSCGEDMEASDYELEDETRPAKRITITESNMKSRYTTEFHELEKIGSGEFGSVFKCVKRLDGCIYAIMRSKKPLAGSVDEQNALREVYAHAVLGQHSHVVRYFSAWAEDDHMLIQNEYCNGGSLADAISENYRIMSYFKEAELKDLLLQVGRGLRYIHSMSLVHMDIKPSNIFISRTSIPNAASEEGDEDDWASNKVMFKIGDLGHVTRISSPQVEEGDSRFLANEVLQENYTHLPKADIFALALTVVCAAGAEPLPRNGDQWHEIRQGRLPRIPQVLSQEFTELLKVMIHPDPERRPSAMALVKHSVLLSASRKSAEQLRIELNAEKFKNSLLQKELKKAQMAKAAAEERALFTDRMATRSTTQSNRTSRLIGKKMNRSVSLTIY
TRPML3 agonist: agonists of human TRPML3 channel | AID 1448 | activation, % at 3 µM | Q8TDD5 | 220,000 tested, 0.29% active | HEK293 TRPML3-YFP, Fluo-8 calcium fluorescence; 100% = the carbachol control signal;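 active = activation above its plate's cutoff, the mean activation of the plate's test wells plus 3 SD, cut at about 12% in these data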;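 also: 0% = DMSO only wells and 100% = carbachol wells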
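Test system – HEK293 line with stable expression of human TRPML3-YFP channel · Control set – carbachol 87 µM final as high control (100%), DMSO as low control (0%) · Signal – Fluo-8 calcium dye fluorescence, ex 470-495, em 515-575 nm · Incubation – 1-h 37 °C dye load, 5-s basal, 120-s post-compound reads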
BaF3 tox: reduces parental Ba/F3 cell viability, JAK2V617F counter-screen | CellTiter-Glo ATP luminescence | inhibition, % at 5.6 µM | 220,000 tested, 1.1% active | AID 1486;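 active = inhibition above a per-campaign cutoff, the mean inhibition of all tested compounds plus 3 SD, cut at about 27% in these data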;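 also: 0% = DMSO wells and 100% = JAK Inhibitor I control wells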
Ba/F3 V617F tox: reduce viability of Ba/F3 cells dependent on JAK2V617F; Ba/F3 EpoR-JAK2V617F viability, ATP luminescence; inhibition, % at 5.6 µM; 220,000 tested, 1.1% active;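 active = inhibition above the campaign mean plus 3 SD over all tested compounds, cut at about 24% in these data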;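 also: cytokine-independent growth of Ba/F3 cells driven by EpoR plus mutant JAK2; 0% = DMSO-treated cells and 100% = JAK inhibitor I control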
TNF necrop inh: TNF-alpha cell death inhibition in Jurkat FADD-/- cells | Jurkat FADD-/- TNF necroptosis rescue, ATP luminescence, 24 h; 0 = TNF only, 100 = no-TNF cells | activation (protection from cell death), % at 10 µM | 220,000 tested, 0.068% active;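 active = activation, meaning protection from cell death, of at least 50% relative to plate controls; inactive = activation below 50%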;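 also: necroptosis triggered by 40 ng/mL TNF-alpha added together with compound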
CHOP inh: CHOP inhibition in unfolded protein response; CHO-K1 CHOP-promoter luciferase, tunicamycin-induced, 15-18 h; inhibition, % at 10 µM; 220,000 tested, 3.8% active;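 active = compounds that reduced the stress-induced luciferase reporter signal by more than about 70% of percent inhibition, limit read from the data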;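 also: 0% = tunicamycin plus vehicle and 100% = wells without tunicamycin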
RBBP9 inhibitor: inhibitors of human serine hydrolase RBBP9; recombinant RBBP9, FP-Rh probe fluorescence polarization; inhibition, % at 7.94 µM; 220,000 tested, 0.2% active;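 active = inhibition above the campaign mean of all tested compounds plus 3 SD, cut at about 14% in these data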;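 also: plate controls were DMSO wells with RBBP9 for no effect and wells lacking RBBP9 protein for full effect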
Target sequence (O75884 whole entry, looked up): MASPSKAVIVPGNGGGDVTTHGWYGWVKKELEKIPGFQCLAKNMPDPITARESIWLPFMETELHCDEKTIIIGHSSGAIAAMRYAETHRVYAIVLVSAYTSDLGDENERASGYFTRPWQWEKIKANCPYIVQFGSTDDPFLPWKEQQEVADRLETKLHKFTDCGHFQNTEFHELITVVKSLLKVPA
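Material: RBBP9 protein. Amount: RBBP9 at 2.5 µM in dispensed solution, before mixing. Schedule: 30 min then 45 min, 25 °C. Medium: Tris buffer pH 8.0, NaCl, Pluronic. Measured by: fluorescence polarization. Measure: percent inhibition from mP, scaled between DMSO and no-protein wells. Replication: one well per compound.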
TRPN1 ag: activates the zebrafish TRPN1 channel; HEK293 zebrafish TRPN1-YFP, Fluo-8 calcium fluorescence; 100% = response to 87 µM carbachol; activation, % at 3 µM; 220,000 tested, 0.18% active; AID 1424;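 active = activation above its plate's cutoff, the mean activation of test wells on that plate plus 3 SD, cut at about 19% in these data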;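 also: 0% = DMSO alone and 100% = 87 µM carbachol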
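Control set: carbachol 87 µM as high control, DMSO as low control; system: HEK293 stable line with zebrafish TRPN1-YFP; read-out: % activation versus carbachol response; detection: intracellular calcium fluorescence with Fluo-8; doses: single test compound dose, 3 µM nominal, 0.3% DMSO; schedule: dye 1 h 37 °C plus 30 min RT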
Starred values were filed as active, the others as inactive; . = no result given; [ ] = another dose, or the depositor's remark. Rows were taken by chance. Share with any hit: about 6.8%.

Below each compound: PPC-1+TRAIL kill, Wee1 degr inh, TRPML3 agonist, BaF3 tox, Ba/F3 V617F tox, TNF necrop inh, CHOP inh, RBBP9 inhibitor, TRPN1 ag
CCC(C)C(NC(C)=O)C(=O)NC(=O)NC(c1ccccc1)c1ccccc1 (centres undefined)
  12, -1, -0.4, 1, -4, -2.7, 22, 0, -0.4
O=C(COc1ccccc1)NCCSCc1ccco1
  30, 2, -0.2, 7, -2, -0.1, -14, -3, -2.6
COc1ccc(C(C)=O)cc1Cn1nc(C)c([N+](=O)[O-])c1C
  0, -3, 0.1, 6, -1, 2.7, -1, 5, -1.1
O=C(NCc1cccc(Cl)c1)c1ccc(S(=O)(=O)Nc2cccc(C(F)(F)F)c2)cc1
  13, -1, 2.1, 3, -2, 4.5, 90*, -18, 2.2
Cc1nn(C)cc1CNC(=O)COc1ccc(Cl)cc1Cl
  14, 0, 1.6, 2, -1, -0.7, 3, -5, 0.6
O=C(COc1ccc(S(=O)(=O)NC2CCCCC2)cc1Cl)Nc1ccc2c(c1)OCO2
  -5, 1, -0.9, 1, -3, -1.0, 86*, -4, -1.4
CCOc1c2ccc(C(=O)NCc3ccc(C)cc3)cc2nn1CCOC
  34, 1, 1.1, 0, -4, -1.1, -35, -4, -0.2
COc1cccc(/C=N/NC(=S)Nc2cccc(C(=O)O)c2)c1
  19, -1, 0.5, 5, -4, 2.1, -37, 2, 0.6
Cc1sc(NC(=O)CSc2nnnn2C2CCCCC2)c(C#N)c1C
  7, -1, 0.1, 4, -1, -1.0, 13, -7, 1.1
Nc1c(C(=O)NCc2ccccc2)c2nc3ccccc3nc2n1CCCN1CCOCC1
  21, 0, -0.2, 5, 0, -0.1, 102*, 1, 0.4

Other results follow:
Below each compound: PPC-1+TRAIL kill, Wee1 degr inh, TRPML3 agonist, BaF3 tox, Ba/F3 V617F tox, TNF necrop inh, CHOP inh, RBBP9 inhibitor, TRPN1 ag
Cc1nc2ncccn2c1-c1csc(Nc2ccccc2)n1
  8, 2, 0.0, 2, -1, -4.5, 33, -3, 2.5
COc1nc(-c2ccccc2)ccc1-c1noc(C)n1
  8, 0, -0.6, 5, -2, -1.7, -8, -3, -1.2
Cc1ccccc1NC(=O)c1cccc(S(C)(=O)=O)c1
  -8, 1, 1.5, 11, 3, 0.7, -2, -8, 1.3
COC(=O)c1ccc(CSc2nc3ccccc3c(=O)n2CC(C)C)o1
  -28, -1, -0.2, 11, -1, -1.0, 24, -8, -0.8
CC(C)c1ccc(NC(=O)N2CCCC2C(=O)Nc2ccc(-n3cnnn3)cc2)cc1 (centres undefined)
  14, 1, -0.6, 4, -2, 0.5, 4, -6, -1.5
CN1CCN(c2ccc([N+](=O)[O-])cc2C(=O)c2ccccc2)CC1
  5, 5, 1.6, 5, 3, 0.5, 3, -12, 2.5
Cc1cc(NC(=O)CSC2=NCCS2)no1
  6, -1, -0.4, 3, -2, 19, 22, -7, -1.5
CCCC(=O)Nc1ccc(C(=O)NNC(=O)c2ccco2)cc1
  9, -2, 1.2, 0, -1, -1.7, -10, -7, 2.0
Nc1nonc1C(=O)OCC(=O)c1ccc(Cl)cc1
  0, 2, 1.2, 4, 3, 1.2, 13, -2, 0.2
CCn1c(NC(=O)Nc2ccccc2OC)nc2ccccc21
  -1, 0, 0.8, 10, 5, -3.3, 40, 3, -0.1

Next records follow.
Below each compound: PPC-1+TRAIL kill, Wee1 degr inh, TRPML3 agonist, BaF3 tox, Ba/F3 V617F tox, TNF necrop inh, CHOP inh, RBBP9 inhibitor, TRPN1 ag
CCCCOC(=O)n1ccc(C(=O)Nc2ccccc2OC)n1
  -13, 2, 0.7, 5, -3, -3.0, 25, 2, 1.1
O=S(=O)(c1cccc(-c2nc3ccccc3s2)c1)N1CCCC1
  10[5 µM], 3, 0.1, 3, -1, -1.0, 0, -3, -0.9
c1cncc(-c2csc(NCc3ccco3)n2)c1
  19, -1, 0.4, 7, 3, -0.7, 31, -9, -0.4
COc1ccccc1CNC(=O)Cc1cc(=O)[nH]c(=O)[nH]1
  15, -1, 0.8, 1, -3, 1.7, 5, -3, 0.1
O=C(c1cccc2ccccc12)C1CCCN(C(=O)c2ccc(N3CCOCC3)cc2)C1 (centres undefined)
  9, -3, 2.8, 2, -4, -0.2, 26, -4, 4.1
CCOP(=O)(O)c1ccccc1OCCOCCOc1ccccc1P(=O)(O)OCC
  8, -1, 1.4, 3, -4, 0.4, 16, 1, 0.0
COc1cc(NS(=O)(=O)c2ccc(N/C=C(\C=O)c3nc4cc(Cl)ccc4o3)cc2)nc(OC)n1
  6, -3, 0.5, 4, 0, -2.1, 14, -10, 0.1
O=C(CSc1nnc(-c2ccc([N+](=O)[O-])cc2)o1)Nc1ccccn1
  51*[5 µM], 7, -0.4, 5, -2, -1.0, -1, -3, -1.8
Cc1cccc(C(=O)NNC(=O)c2ccc(Br)cc2)c1
  -1, -4, 0.8, 3, -4, 0.5, 23, 0, 0.4
CC(=O)Nc1ccc(S(=O)(=O)N(C)c2ccc(O)cc2)cc1
  21, 1, 1.2, 2, 0, -3.7, 25, -10, 1.1

Next section.
Below each compound: PPC-1+TRAIL kill, Wee1 degr inh, TRPML3 agonist, BaF3 tox, Ba/F3 V617F tox, TNF necrop inh, CHOP inh, RBBP9 inhibitor, TRPN1 ag
CC(C)c1ccc(C(=O)NCc2ccc(Cl)cc2)cc1
  16, 0, -1.2, 2, -3, 3.2, 24, -6, -0.9
Cc1nc(SCCOc2ccccc2)[nH]c(=O)c1Cc1ccccc1
  19, -2, 0.5, -1, -3, 0.4, 22, -3, 0.6
O=C1CC(SCCc2nc3ccccc3[nH]2)C(=O)N1c1ccc(F)c(Cl)c1 (centres undefined)
  ., 4, -0.7, 3, -2, -0.1, ., -10, 0.1
CC(=O)NC12CC3CC(C1)CC(C(=O)OCC(=O)Nc1ncc(Cl)cc1Cl)(C3)C2
  ., 1, 0.8, 0, -2, -2.1, 8, -7, -1.3
CN1CCN(C(=O)C2=C[C@@H](C3CC3)C[C@@H](OCc3ccc(CO)cc3)O2)CC1
  3, 2, 0.1, 0, -6, 0.3, 36, -5, 0.6
COc1ccc(C(CNC(=O)COc2ccccc2C#N)N2CCOCC2)cc1 (centres undefined)
  -19, -1, 0.9, -2, -5, 0.8, -14, -6, 0.6
CC(C)CNC1CS(=O)(=O)CC1O (centres undefined)
  14, 1, 0.8, -1, 0, -0.7, 9, -12, 0.3
C=CCNC(=O)C12CCC(C)(C(=O)C1Br)C2(C)C (centres undefined)
  25, 0, 0.5, 4, 1, 0.9, -8, -11, 2.3
CCCCNC(=O)CSc1nc2ccc(C)cc2[nH]1
  4, 2, -0.3, 7, -4, 0.9, 15, -3, -0.5
COC(=O)c1ccc(Cn2cc(C(F)(F)F)cc([N+](=O)[O-])c2=O)cc1
  14, -1, 1.2, 2, 1, -1.3, 2, -7, 0.8

The list continues:
Below each compound: PPC-1+TRAIL kill, Wee1 degr inh, TRPML3 agonist, BaF3 tox, Ba/F3 V617F tox, TNF necrop inh, CHOP inh, RBBP9 inhibitor, TRPN1 ag
CC1CCCCN1S(=O)(=O)c1ccc(S(=O)(=O)N(CC(=O)Nc2ccccc2)Cc2cccs2)cc1 (centres undefined)
  9, -2, 0.5, 2, -2, 4.8, 33, 5, 1.7
Cc1occc1C(=O)Nc1ccc(Br)cc1F
  23, 4, -0.7, 3, 1, -3.3, 3, -10, -0.9
O=C(COC(=O)/C=C/c1cn(-c2ccccc2)nc1-c1cccnc1)Nc1ccc(Cl)cc1Cl
  4, 0, 0.1, 3, 2, -0.3, 50, -8, 1.9
CCNc1nc(NC(N)=S)nc(NC(C)(C)C)n1
  15, -3, -0.1, 0, -3, 0.4, 13, -9, -0.1
Cc1ccc(NC(=O)c2ccnc(C(C)(C)C)c2)cc1
  -8, 3, -0.5, 1, -2, -1.9, 22, 2, 0.8
CCc1nc(N)c(C#N)c(-c2ccc(OC)c(OC)c2)c1C
  22, 0, -1.1, 4, 4, -2.7, 33, -10, -1.2
CC(C)(C)n1ncc2c(=O)n(Cc3ccc(Cl)cc3Cl)cnc21
  24, -2, -0.1, 4, -1, -1.1, 61, -6, 0.6
COC(=O)CSc1nnc([C@H](Cc2ccccc2)NC(=O)OC(C)(C)C)o1
  -10, -2, -0.2, 0, -4, -1.8, 40, 3, 3.6
CCOC(=O)C(Sc1ncnc2c1sc1nc(N3CCOCC3)c3c(c12)CCCC3)c1ccccc1 (centres undefined)
  12, -1, 0.0, 9, 4, -4.1, 2, -9, 1.0
CC(=O)Nc1ccccc1OCc1cnc(Cl)s1
  13, -2, 0.4, 0, -2, -0.5, 8, 1, -0.3

(cont.)
Below each compound: PPC-1+TRAIL kill, Wee1 degr inh, TRPML3 agonist, BaF3 tox, Ba/F3 V617F tox, TNF necrop inh, CHOP inh, RBBP9 inhibitor, TRPN1 ag
COc1ccc(C(=O)NCc2nnc(SCC(=O)Nc3nc4ccc(C)cc4s3)o2)cc1OC
  8, -3, 0.9, 4, -3, 1.6, 48, 5, 0.1
COCCCNS(=O)(=O)c1ccc(S(=O)(=O)N2CCCC2)cc1
  30, -1, 0.5, 7, 2, -0.1, -5, 3, 0.1
COc1ccc(C=O)cc1Cn1c(=O)n(CCC(=O)NCc2ccco2)c(=O)c2sccc21
  -5, 2, 0.3, 1, -1, 0.2, -26, -1, 1.0
CCCCC(=O)Nc1ccc(NC(=S)NC(=O)c2ccco2)cc1OC
  -3, -2, 0.2, 2, -1, 4.1, 13, -4, 1.0
CCOc1cc(N2CCOCC2)c(OCC)cc1NS(=O)(=O)c1ccc(Cl)s1
  -6, -1, -0.4, 55*, 17, -15, ., -4, -1.4
COc1ccc(CC(=O)Nc2ccc(OC(C)=O)cc2C(=O)O)cc1
  6, 3, 0.8, 0, -5, 0.3, 14, 3, -3.1
COc1ccc(CCn2c(-c3cccc([N+](=O)[O-])c3)nc3nc4ccccc4nc32)cc1OC
  1, 2, 0.1, 9, 5, 0.3, -9, 0, 0.8
CCCCOC(=O)c1ccc(NC(=O)c2cnc3n(c2=O)CCS3)cc1
  -7, -2, 0.4, 2, -4, -9.7, 43, 4, 0.9
COc1ccccc1C1CCN(c2cc(O)ccc2[N+](=O)[O-])CC1
  6, 5, -1.0, 2, 2, 1.2, 19, -6, -2.5

Assay outcomes deposited in PubChem by several laboratories.
